Tb PYK inh = qHTS of Trypanosoma Brucei Inhibitors; TbPYK enzyme, Kinase-Glo Plus ATP luminescence, 45 min; Potency, µM (titrated, usually from 76.8 µM), inactives show at the top dose activity, negative = inhibition, hits mostly inhibitors; 410,000 tested, 0.12% active; note: potency is the fitted concentration of half-maximal effect; nearly all actives have a fitted effect of over 50% in size
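Luminescence from Kinase-Glo Plus, added after a 45-minute room-temperature reaction, served as the end-point read-out. The enzyme and substrate were preincubated with compound before ADP (130 uM final) initiated turnover. Concentration-effect curves came from normalized qHTS data.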
AMA1-RON2 inh = qHTS for Inhibitors of AMA1-RON; Towards Development of Antimalarial Drug Lead: Primary Screen. AlphaScreen AMA1-biotinylated RON2 peptide binding. Potency, µM (doses to about 58.2 µM), for the others: top-dose activity change, negative = inhibition, usual class: inhibitors. 360,000 tested, 0.2% active. AID 720542, 2013;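 note: potency is the fitted concentration of half-maximal effect; 0% = vehicle wells and -100% = peptide control; nearly all actives have a fitted effect of over 45% in size; some results filed as inactive show a strong effect at the top dose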
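AMA1 (3D7) with his tag at 25 nM final met compounds first, then biotinylated RON2 peptide at 25 nM; detection used donor plus acceptor beads, 10 µg/mL apiece, read by AlphaScreen after 30 min at room temperature.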
HCV inh = qHTS Assay for Inhibitors of Hepatitis C Virus (HCV). Huh7.5.1 HCVcc-Cre infection, luciferase reporter, 44 h. Potency, µM (highest dose often 41.8 µM), without a hit: at the top dose activity change, negative = inhibition, actives largely listed as inhibitors. 340,000 tested, 3.4% active. AID 651820, 2012; note: potency is the fitted concentration of half-maximal effect
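Cells seeded at 1,000/well and cultured 4 h, then compounds added followed by HCVcc-Cre virus (~0.5 moi). After 44 h further culture, luciferase substrate was added, plates held 15 min at room temperature, and luminescence read for 15 sec.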
AmpC inh detg = qHTS Inhibitors of AmpC Beta-Lactamase (assay with detergent); P00811; AmpC hydrolysis of nitrocefin, absorbance 480 nm, 0.01% Triton; Potency, µM (series often up to 114 µM), without a hit: top-dose activity change, negative = inhibition, actives largely listed as inhibitors; 370,000 tested, 0.041% active;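 note: potency is the fitted concentration of half-maximal effect; 0% = no-compound wells and -100% = no-enzyme wells; nearly all actives have a fitted effect of over 25% in size; some results filed as inactive show a strong effect at the top dose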
Target sequence (P00811 whole entry, looked up): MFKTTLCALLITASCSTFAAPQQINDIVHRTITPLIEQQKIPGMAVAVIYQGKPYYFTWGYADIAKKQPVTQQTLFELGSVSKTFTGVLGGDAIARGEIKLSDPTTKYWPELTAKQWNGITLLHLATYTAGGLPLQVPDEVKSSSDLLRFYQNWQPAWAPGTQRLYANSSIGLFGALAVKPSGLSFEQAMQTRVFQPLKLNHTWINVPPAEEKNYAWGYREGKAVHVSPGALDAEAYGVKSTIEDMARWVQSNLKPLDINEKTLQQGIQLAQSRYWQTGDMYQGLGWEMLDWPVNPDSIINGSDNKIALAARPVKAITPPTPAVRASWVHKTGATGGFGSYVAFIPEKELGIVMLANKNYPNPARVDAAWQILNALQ
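20 mM phosphate pH 7.0 + 0.01% (detergent screen) or 0.0001% Triton X-100; 5.3 nM AmpC reagent; cpd preinc 15 min RT; nitrocefin (800 uM stock) to start; A480 q20 s × 4 min; Activity was normalised to no-enzyme and no-compound control wells.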
HCMV inh = qHTS Assay for inhibitors of the human cytomegalovirus (HCMV). HFF cells, HCMV-luciferase reporter, 72 h; stronger effect = lower value. activity change, negative = inhibition, % at 57.5 µM. 410,000 tested, 4.5% active; in the data active = activity change below about -60%; inconclusive = no clear call, values can overlap the other calls; inactive = above about -39%
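Screen run at 2 compound doses on HFFs infected with reporter HCMV, MOI 1 PFU/cell. Luciferase activity from cell lysates at 72 h post infection gave inhibition relative to buffer-only and Salinomycin wells.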
LmPK inhibitor = qHTS Assay for Inhibitors of Leishmania Mexicana Pyruvate Kinase (LmPK) | purified LmPK, Kinase-Glo ATP luminescence, 1 h | Potency, µM (doses to about 57.5 µM), inactives show at the highest dose activity change, negative = inhibition, usual class: inhibitors | 290,000 tested, 0.37% active; note: potency is the fitted concentration of half-maximal effect
Target sequence (Q27686 whole entry, looked up): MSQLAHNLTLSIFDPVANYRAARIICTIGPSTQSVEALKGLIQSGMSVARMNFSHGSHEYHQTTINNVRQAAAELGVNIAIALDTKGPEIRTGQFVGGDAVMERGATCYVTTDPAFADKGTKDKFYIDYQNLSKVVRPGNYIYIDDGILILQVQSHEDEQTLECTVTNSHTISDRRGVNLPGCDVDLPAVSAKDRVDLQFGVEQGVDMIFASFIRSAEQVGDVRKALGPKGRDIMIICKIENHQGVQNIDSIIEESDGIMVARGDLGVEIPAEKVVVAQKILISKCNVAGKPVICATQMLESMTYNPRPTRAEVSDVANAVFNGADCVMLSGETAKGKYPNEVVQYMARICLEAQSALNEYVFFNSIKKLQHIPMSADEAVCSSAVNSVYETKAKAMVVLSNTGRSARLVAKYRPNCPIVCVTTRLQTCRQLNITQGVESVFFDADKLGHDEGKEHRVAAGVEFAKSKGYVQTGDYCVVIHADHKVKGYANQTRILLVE
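Screened at intermediate enzyme activity to detect both inhibitors and activators: LmPK at 0.1 nM, with a 0.5 nM enzyme column as activation reference. PEP 0.5 mM, ADP 0.1 mM; ATP detected by luminescence after 1 h.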
AmpC inh no detg = qHTS Inhibitors of AmpC Beta-Lactamase (assay without detergent). AmpC nitrocefin hydrolysis, absorbance 480 nm, 0.0001% Triton. Potency, µM (highest dose often 57.1 µM), inactives show at the highest dose activity change, negative = inhibition, most hits filed as inhibitors. 330,000 tested, 0.52% active;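 note: potency is the fitted concentration of half-maximal effect; plate controls were no compound for no effect and no enzyme for full effect; nearly all actives have a fitted effect of over 20% in size; some results filed as inactive show a strong effect at the top dose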
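20 mM phosphate pH 7.0 + 0.01% (detergent screen) or 0.0001% Triton X-100; 5.3 nM AmpC reagent; cpd preinc 15 min RT; nitrocefin (800 uM stock) to start; A480 q20 s × 4 min; Activity was normalised to no-enzyme and no-compound control wells.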
* hit, by the source's call; ? = inconclusive; · = not tested or not shown; & = joins results of further samples; [ ] = dose if it differs, or a comment. Unless noted, calls come from the whole dose curve; as a rule, active = well fitted curve in the direction sought with a large enough effect; inconclusive = small, poorly fitted or top-dose-only effect, or another doubt; inactive = no such curve, though single readings can be large; an effect the other way counts as inactive or inconclusive. Unless noted, % is set by controls: 0 for no effect and ±100 for the full control effect. Compounds as they come. About 7.5% of those tested had a hit in this group.

Every second line gives: Tb PYK inh | AMA1-RON2 inh | HCV inh | AmpC inh detg | HCMV inh | LmPK inhibitor | AmpC inh no detg
(1) Cc1ccc(Nc2nc(NCCCN3CCOCC3)nc(N)c2[N+](=O)[O-])cc1
    -1% | -5% | 0% | -19% | -27 | 0% | -17%
(2) O=S(=O)(NC1CCC(NS(=O)(=O)c2c(F)cccc2F)CC1)c1ccc2c(c1)OCCO2 (stereo not drawn)
    1% | · | · | 0% | 13 | · | -13%
(3) Cc1ccc(NC(=O)CN2C(=O)c3ccccc3Sc3ccc(C(=O)N4CCOCC4)cc32)cc1F
    5% | · | · | 1% | -39 | · | ·
(4) CC[n+]1ccc(C)c2cc(S(=O)C(F)(F)F)ccc21 (stereo not drawn)
    0% | -9% | -21% | -6% | · | 1% | -3%
(5) O=C(CN(Cc1cccs1)C(=O)CNS(=O)(=O)c1ccccc1)NC1CCCC1
    -4% | -10% | 4% | 3% | -1 | -2% | 0%
(6) O=C(CSc1nnc(NC(=O)c2c(F)cccc2F)s1)NCC1CCCO1 (stereo not drawn)
    0% | -1% | 0%[8.37 µM] | ? | -14 | · | ?
(7) CCOC(=O)c1c(NC(=O)c2cc(=O)c3cc(C)cc(C)c3o2)sc(C)c1C
    2% | · | · | 4% | -1 | · | ·
(8) CCOc1ccc(CNC(=O)CCCc2cn(C)c3ccccc23)cc1OC
    2%&-9% | -2% | ? | -4%&-15% | -27&8 | -2% | 64%[activator]
(9) NC1CCc2cc(O)c(O)cc2C1 (stereo not drawn)
    ? | -7% | 0% | ? | 34 | · | -31%
(10) O=C(Nc1ccc(Oc2ccccc2)cc1)c1csc([C@@H]2O[C@H](CO)[C@H](O)[C@H](O)[C@H]2O)n1
    4% | 6% | · | · | -4 | · | ·
(11) COc1ccc(S(=O)(=O)Nc2ccc3c(c2)n(C)c(=O)n3C)cc1C
    -4% | 4% | ? | -3% | 156 | 11% | -28%
(12) CCC(C)NC(=O)c1ccc(CS(=O)(=O)Cc2ccc(Cl)cc2)o1 (stereo not drawn)
    3% | 16% | 18% | ? | -39 | -2% | -2%
(13) CC(C)C[C@H](NC(=O)c1[nH]cnc1C(=O)N[C@@H](Cc1ccccc1)C(=O)OCc1ccccc1)C(=O)OC(C)(C)C
    -5% | 119%[activator] | 3% | -10% | 70 | 3% | -25%
(14) CCN1CCN(CC(=O)N2N=CCC2c2ccccc2)CC1 (stereo not drawn)
    -11% | 26% | -1% | 4% | 20 | 5% | -6%
(15) CCCC(c1nnnn1Cc1ccco1)N1CCN(C2CCCC2)CC1 (stereo not drawn)
    5% | 5% | -4% | -22% | -14 | 1% | -16%

Whole records as entered above. Order of screens: Tb PYK inh | AMA1-RON2 inh | HCV inh | AmpC inh detg | HCMV inh | LmPK inhibitor | AmpC inh no detg
Profile of `CCN1CCN(CC(=O)N2N=CCC2c2ccccc2)CC1` (stereo not drawn) → -11% | 26% | -1% | 4% | 20 | 5% | -6%
Profile of `CC[n+]1ccc(C)c2cc(S(=O)C(F)(F)F)ccc21` (stereo not drawn) → 0% | -9% | -21% | -6% | · | 1% | -3%
Profile of `CC(C)C[C@H](NC(=O)c1[nH]cnc1C(=O)N[C@@H](Cc1ccccc1)C(=O)OCc1ccccc1)C(=O)OC(C)(C)C` → -5% | 119%[activator] | 3% | -10% | 70 | 3% | -25%
Profile of `O=C(CN(Cc1cccs1)C(=O)CNS(=O)(=O)c1ccccc1)NC1CCCC1` → -4% | -10% | 4% | 3% | -1 | -2% | 0%
Profile of `O=C(CSc1nnc(NC(=O)c2c(F)cccc2F)s1)NCC1CCCO1` (stereo not drawn) → 0% | -1% | 0%[8.37 µM] | ? | -14 | · | ?

A second format for three compounds above.
#11 COc1ccc(S(=O)(=O)Nc2ccc3c(c2)n(C)c(=O)n3C)cc1C
  Tb PYK inh: -4%
  AMA1-RON2 inh: 4%
  HCV inh: ?
  AmpC inh detg: -3%
  HCMV inh: 156
  LmPK inhibitor: 11%
  AmpC inh no detg: -28%

#12 CCC(C)NC(=O)c1ccc(CS(=O)(=O)Cc2ccc(Cl)cc2)o1 (stereo not drawn)
  Tb PYK inh: 3%
  AMA1-RON2 inh: 16%
  HCV inh: 18%
  AmpC inh detg: ?
  HCMV inh: -39
  LmPK inhibitor: -2%
  AmpC inh no detg: -2%

#13 CC(C)C[C@H](NC(=O)c1[nH]cnc1C(=O)N[C@@H](Cc1ccccc1)C(=O)OCc1ccccc1)C(=O)OC(C)(C)C
  Tb PYK inh: -5%
  AMA1-RON2 inh: 119%[activator]
  HCV inh: 3%
  AmpC inh detg: -10%
  HCMV inh: 70
  LmPK inhibitor: 3%
  AmpC inh no detg: -25%

(more compounds)
Every second line gives: Tb PYK inh | AMA1-RON2 inh | HCV inh | AmpC inh detg | HCMV inh | LmPK inhibitor | AmpC inh no detg
(16) COc1ccc(CNC(=O)Cn2cc(C(F)(F)F)ccc2=O)cc1OC
    0% | -5% | 3% | -6% | -13 | -1% | 90%[activator]
(17) CCCC(=O)Nc1c(-c2ccccc2)c(=O)c(C)nn1-c1ccccc1
    -4% | -9% | 6% | -4% | 23 | -2% | -8%
(18) COc1ccc(CCNC(=O)C2CCCN(S(=O)(=O)c3cccc4nonc34)C2)cc1OC (stereo not drawn)
    0% | 29% | 7% | -9% | 14 | -1% | ·
(19) O=C(Nc1nccs1)C1CCCN1/C=C/C(=O)C(F)(F)F (stereo not drawn)
    7% | 73%[activator] | -2% | -3% | 25 | -4% | -17%
(20) Cc1csc(NC(=O)CSc2nnc(-c3ccoc3C)n2Cc2ccco2)n1
    -4% | -2% | -25% | 8% | -16 | -2% | -3%
(21) Cc1cc(=O)[nH]c(-c2ccccc2O)n1
    -3% | -7% | · | ? | -9 | -1% | -6%
(22) COCC1CCN(C(=O)c2ccc3oc(Cc4ccc(Cl)cc4)nc3c2)C1 (stereo not drawn)
    -2% | -6% | -10% | · | -12 | · | ·
(23) COc1ccc(C(=O)Nc2ccc(Oc3ncnc4sc(-c5ccccc5)cc34)cc2)cc1OC
    -2% | 8% | ? | -1% | ? | 0% | -8%
(24) COc1cccc(CNC(=O)c2ccc3nc(CCc4ccccc4)oc3c2)c1OC
    -2% | · | · | 1% | 44 | · | ·
(25) N#Cc1ccc(-c2nc3ccc(Br)cn3c2Cc2ccccc2)cc1
    3% | -20% | · | · | 7 | · | ·
(26) Cc1ccc(C(=O)N(CC(=O)NC2CCCC2)c2ccc(F)cc2)s1
    3% | 9% | -25% | -6% | ? | 4% | -8%
(27) O=C(NC1CN2CCC1CC2)c1ccc(-c2ccc([N+](=O)[O-])cc2)o1 (stereo not drawn)
    -17% | 9%[2.32 µM] | ? | ? | -8 | -4% | 10%
(28) CC(C)[C@H](NC(=O)OC(C)(C)C)C(=O)N/N=C/c1cccc2nccnc12
    -4% | 83%[activator] | 25% | 8% | 15 | 5% | 18%
(29) CCC(C(=O)OC)n1cnc2c(nnn2-c2ccc(F)cc2)c1=O (stereo not drawn)
    -8% | 15% | 9% | ? | -24 | -4% | -11%
(30) CCSc1nnc(SCC(=O)N2CCN(C(=O)c3ccco3)CC2)s1
    -5% | -5% | 12% | 6% | -16 | -4% | -13%
(31) COc1ccccc1-c1cn[nH]c1-c1ccc(OCc2ccccc2F)cc1O
    0% | 55%[activator] | -22% | -6% | -25 | 4% | -44%
(32) C=CCN1C(=O)/C(=C\c2ccc(Cl)cc2)N=C1SCC(=O)NCCC
    -7% | -3% | -2% | -6% | -8 | -7% | -23%
(33) Cc1ccnc(NC(=O)c2ccc([N+](=O)[O-])s2)c1
    1% | 41%[activator] | 3.5µM* | 0% | 28 | -12% | -10%
(34) CCOC(=O)C1CCN(c2nc3ccccc3nc2C(C#N)C(=O)OC(C)COC)CC1 (stereo not drawn)
    1% | -10% | ? | -5% | -15 | 4% | 109%[activator]
(35) O=C(c1nc2ccc(Cl)cn2c1CN1CCCC1)N1CCc2ccccc2C1
    2% | -5% | -28% | -5% | 11 | 11% | 20%
(36) COc1cc(CN2CCNC(=O)C2CC(=O)N(C)Cc2cccnc2)cc(OC)c1 (stereo not drawn)
    -28% | 18% | 15% | 1% | -14 | -3% | 2%
(37) CCN1C(=O)[C@H]2[C@@H](c3ccc(OC)cc3)N[C@]3(CCCN(Cc4ccccc4)C3=O)[C@H]2C1=O
    4% | -3% | · | · | 6 | · | ·
(38) COc1ccc(-c2c(C)nn3c(-c4ccccc4)cc(-c4ccccc4)nc23)cc1
    -3% | · | · | 14% | -8 | · | ·
(39) O=[N+]([O-])c1ccc(C2[C@H]3C(c4ccccc4)=NC4(CCCCC4)N23)cc1 (stereo partly drawn)
    -7% | 12% | ? | -2% | -8 | 3% | -20%
(40) CN(C)c1ccc(CNn2cnnc2)cc1
    1% | 0% | 24% | -19% | -19 | 4% | -9%
(41) COc1ccc(/C=N/NC(=O)c2ccc(CSc3nc(C)cc(C)n3)cc2)c(OC)c1OC
    -5% | 20% | ? | -8% | ? | 1% | 183%[activator]
(42) CCN(CC)CCNC(=O)c1ccc(CS(=O)(=O)c2ccc(Br)cc2)o1
    0% | 3% | ? | ? | 3 | -2% | 3%
(43) Cc1nnc(SCC(N)=O)n1CCc1ccccc1
    -9% | 2% | -4% | -7% | 22 | 0% | -14%
(44) CC(C)CNC(=O)c1ccccc1NC(=O)CN(c1ccccc1)S(=O)(=O)N(C)C
    -3% | 5% | -29% | 7% | -28 | 0% | 1%
(45) COc1ccc(-c2cnn(C3CCS(=O)(=O)C3)c2N)cc1 (stereo not drawn)
    -6% | 2% | -4% | 6% | 7 | 10% | -12%
(46) Cc1ccc(S(=O)(=O)N2CCOCC2)cc1NC(=O)Cn1ccsc1=N
    -1% | 3% | 10% | 12% | -16 | 2% | -17%
(47) Cc1ccc2c(c1)[nH]c1c(=O)n(CCCN3CCOCC3)cnc12
    9% | -7% | -4% | ? | 34 | 13% | -12%
(48) CC(=O)CC[C@@H](C)O[C@@H]1OC(C)[C@H](O)CC1O (stereo partly drawn)
    0% | 33%[activator] | 24% | ? | -67* | · | -12%
(49) COc1ccc(Cn2c(CNC(=O)Cc3ccc(OC)c(OC)c3)nc3cccnc32)cc1
    3% | · | · | -2% | 2 | · | ·
(50) Cc1ccc([N+](=O)[O-])c(OCCN2CCC(Cc3ccccc3)CC2)c1
    -1% | ? | ? | -10% | 67 | -4% | 88%[activator]
(51) O=C(Cc1ccc(Br)cc1)Nc1cccc(S(=O)(=O)N2CCCCC2)c1
    7% | 0% | · | · | -1 | · | ·

Screens from PubChem.
